High-throughput results deposited in PubChem by Sanford-Burnham Center for Chemical Genomics.
Jurkat NFkB inh: lowers PMA/ionomycin-induced NF-kB signal in Jurkat cells. inhibition, % at 4 µM. AID 435003. hit rate 0.53% among 330,000. PMA/ionomycin-induced NF-kB luciferase reporter, luminescence; in the data active = inhibition above about 50%
Mdm2-MdmX inh: human Mdm2/MdmX binding inhibition. AID 485346. inhibition, % at 8 µM. O15151+Q00987. hit rate 3% among 330,000. SaOS-2 split-luciferase Mdm2/MdmX complementation, luminescence;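 active = inhibition of at least 50% at 8 µM in the primary screen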
CCR6 antag: CCR6 (human) receptor antagonism; CHO-K1 CCR6 PathHunter beta-arrestin, luminescence, CCL20-stimulated; inhibition, % at 20 µM; hit rate 0.49% among 340,000;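 active = compounds whose inhibition of the agonist-driven luminescence signal at 20 µM reaches about 50%, limit read from the data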;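 also: cells stimulated with CCL20 at 14 nM final; plate controls were DMSO with CCL20 for no effect and DMSO without agonist for full effect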
Target sequence (P51684 whole entry, looked up): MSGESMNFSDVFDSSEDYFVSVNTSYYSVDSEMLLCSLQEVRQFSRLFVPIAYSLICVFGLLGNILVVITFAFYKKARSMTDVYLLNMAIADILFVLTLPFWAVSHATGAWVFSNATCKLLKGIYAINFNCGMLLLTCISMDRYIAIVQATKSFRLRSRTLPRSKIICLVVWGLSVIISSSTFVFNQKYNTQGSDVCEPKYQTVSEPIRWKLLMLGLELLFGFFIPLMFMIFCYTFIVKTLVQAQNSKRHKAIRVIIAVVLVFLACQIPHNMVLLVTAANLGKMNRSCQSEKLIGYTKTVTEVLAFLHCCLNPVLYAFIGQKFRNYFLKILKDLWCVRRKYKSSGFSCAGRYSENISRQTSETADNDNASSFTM
EBI2 block: antagonists of human EBI2 receptor | P32249 | EBI2 beta-arrestin recruitment, luminescence, 7a,25-OHC stimulated | inhibition, % at 5 µM | hit rate 0.81% among 360,000; in the data active = inhibition above about 38%;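 also: enzyme fragment complementation signal reports receptor beta-arrestin coupling in cells; 0% = agonist plus DMSO wells and 100% = wells without agonist; some results beyond the cut were filed as inactive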
Target sequence (P32249 whole entry, looked up, the tested form may be a part): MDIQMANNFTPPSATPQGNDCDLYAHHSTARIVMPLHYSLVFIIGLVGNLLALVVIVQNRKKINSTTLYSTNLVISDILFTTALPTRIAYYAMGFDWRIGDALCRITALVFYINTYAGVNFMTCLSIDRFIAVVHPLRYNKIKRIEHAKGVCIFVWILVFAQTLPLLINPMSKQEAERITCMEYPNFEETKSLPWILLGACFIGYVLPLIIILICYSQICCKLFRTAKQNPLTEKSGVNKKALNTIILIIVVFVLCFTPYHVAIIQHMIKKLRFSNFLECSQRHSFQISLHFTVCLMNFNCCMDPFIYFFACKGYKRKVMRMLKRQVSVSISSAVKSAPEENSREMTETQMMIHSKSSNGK
CXCR6 block: inhibitors of human CXCR6 receptor | O00574 | CHO-K1 PathHunter CXCR6 beta-arrestin, luminescence | inhibition, % at 20 µM | hit rate 0.36% among 360,000 | AID 602244; in the data active = inhibition above about 34%, passing the limit was not always enough;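 also: antagonist mode with CXCL16 agonist at 10 nM final; 0% = 10 nM CXCL16 with DMSO and 100% = unstimulated wells without agonist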
Gli-Sufu antag: blocks Gli-Sufu signaling in a luciferase reporter; Sufu-KO-LIGHT fibroblasts, Gli luciferase reporter luminescence; inhibition, % at 5 µM; hit rate 0.74% among 340,000; AID 588413;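 active = inhibition above about 55%, limit read from the data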;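 also: 0% = DMSO-treated cells and 100% = wells with medium but no cells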
XBP1 UPR activ: adaptive UPR (XBP1) activation; CHO-XBP1 luciferase reporter, IRE1-XBP1 UPR activation, luminescence; percent of tunicamycin response, DMSO as zero; activation, % at 20 µM; hit rate 0.33% among 330,000; AID 463104;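 active = versus positive control, 20 µM dose yields 30% or more activation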;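 also: 100% = tunicamycin at 10 µg/mL and 0% = DMSO only wells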
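Material: CHO cell line with stable XBP1 luciferase reporter; buffer or medium: F12 medium containing 10% fetal bovine serum; compound: single point, 20 µM final compound, 1% DMSO; incubation: 6 h treatment, 37 °C; measured by: glow luminescence from Steady-Glo reagent; evaluation: activation, % of tunicamycin; control set: tunicamycin high, DMSO low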
UPR CHOP act: activators of apoptotic arm of unfolded protein response (CHOP) | hit rate 0.34% among 330,000 | activation, % at 10 µM | AID 449763 | CHO-CHOP luciferase reporter, UPR activation, luminescence; percent of tunicamycin response over DMSO baseline;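 active = at 10 µM dose, activation of 40% or more, normalized to positive control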;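 also: 100% = tunicamycin at 10 µg/mL and 0% = DMSO alone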
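Evaluation: % reporter activation, DMSO baseline versus tunicamycin full activation; System: CHO-CHOP luciferase reporter cell line; Input: 500 cells/well; Incubation: 6 h compound treatment, 37 °C; Measured by: Steady-Glo luciferase luminescence; Dosing: one dose, 10 µM in 0.5% DMSO; Buffer or medium: F12 medium, 10% FBS; Benchmarks: positive tunicamycin 10 µg/mL, negative DMSO alone.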
697 NFkB inh: lowers PMA/ionomycin-induced NF-kB signal in 697 B cells; 697 B-cell NF-kB luciferase reporter, 16 h; inhibition, % at 4 µM; hit rate 0.33% among 330,000; in the data active = inhibition above about 35%
Numbers without * were called inactive.

Structure,Jurkat NFkB inh,Mdm2-MdmX inh,CCR6 antag,EBI2 block,CXCR6 block,Gli-Sufu antag,XBP1 UPR activ,UPR CHOP act,697 NFkB inh
CCC(=O)Nc1ccc(S(=O)(=O)N2CCc3ccccc3C2)cc1,-3.7,12.5,-4.2,-6.8,-2.0,-1.3,-0.9,-2.1,-13.0
O=C1NC(CCc2ccccc2)C(=O)N1Cc1cccc2ccccc12 (stereo not drawn),-8.8,-0.3,3.0,-3.4,-2.0,32.2,-0.6,-0.8,-7.8
COc1cc(NC(=S)N2c3ccccc3CC2C)cc(OC)c1 (stereo not drawn),6.7,37.1,17.0,15.2,-3.8,-1.6,-6.7,0.1,13.5
CC(C)c1cc(=O)oc2c3c4c(cc12)CCCN4CCC3,1.4,-22.0,2.3,-0.4,-6.6,-4.2,1.1,-0.9,-11.5
Cc1cc(C)c(NC(=O)COC(=O)/C=C/c2cccs2)c(C)c1,-12.8,17.7,6.1,-1.9,0.7,-2.4,-1.9,-3.1,-0.3
CCOCCn1c(CN2CCN(c3ccccc3)CC2)nc2c1c(=O)n(C)c(=O)n2C,0.5,14.6,-3.0,-8.3,-7.5,2.6,-1.9,-1.7,-8.7
Cc1ccc2nc(N3CCN(C)CC3)c(C#N)cc2c1,-16.3,-12.7,6.9,-10.0,4.2,-13.4,1.8,-0.5,2.5
NC(=O)CC(NC(=O)c1ccccc1)c1ccc(NCc2ccccn2)c([N+](=O)[O-])c1 (stereo not drawn),10.1,-26.4,10.4,8.9,9.2,-9.2,-0.5,-1.0,27.4
Cc1csc(NC(C)c2nc3cc(C(F)(F)F)ccc3n2CCCO)n1 (stereo not drawn),-12.3,7.3,-3.3,-16.1,-13.7,6.1,-1.7,-0.8,-9.5
CC1CCN(C(=O)CN(c2ccc3c(c2)OCO3)S(C)(=O)=O)CC1,14.5,20.5,-4.4,-15.4,-3.5,0.7,0.4,0.3,4.4
CCCn1cc2c(c1-c1ccc(C)cc1)c(=O)n(C)c(=O)n2C,10.0,4.4,17.7,0.3,-5.2,10.9,3.9,1.1,-3.9
COc1ccc(OC)c(C2C(C(C)=O)=C(O)C(=O)N2CCc2ccc(OC)c(OC)c2)c1 (stereo not drawn),3.8,7.4,-5.7,-3.6,-2.2,3.7,0.0,-2.3,8.0
O=c1cc(C(F)(F)F)[nH]c(=O)n1C1CCCCC1,-1.4,-23.2,-1.8,-13.5,3.6,6.3,-1.8,-0.7,20.0
COc1cc(CNc2ccc(S(N)(=O)=O)cc2)ccc1OCC(=O)NC1CCCCC1,-17.4,-6.8,8.2,-2.8,0.0,4.5,0.3,-0.9,11.0
COc1cc(C(C)=O)ccc1OCC(=O)N1CCc2ccccc2C1,17.2,20.9,0.7,-2.3,0.5,-1.6,-6.0,2.1,8.7
Nc1cc(Cl)ccc1Oc1ccc(Cl)cc1,3.3,11.4,5.5,8.5,-5.5,-7.7,1.4,1.2,19.6
CCN1/C(=C/c2ccc3ccccc3[n+]2CC)C=Cc2ccccc21,97.0*,88.8*,61.5*,3.5,54.9*,92.0*,15.8,12.8,-1.2
COc1cc(-c2nc(-c3ccc4c(c3)-c3ccccc3S4(=O)=O)c(-c3ccccc3)[nH]2)cc(OC)c1OC,23.8,42.5,-1.7,4.3,5.6,-14.8,4.3,9.5,8.3
CCCCCCCN=C(C)c1ccccc1O,10.9,20.9,4.9,8.9,4.1,0.5,-2.4,1.0,-2.0
Cc1ccc(NC(=O)Cn2cc(S(=O)(=O)c3ccccc3)c(=O)c3cc(F)ccc32)cc1,-3.8,-0.3,15.0,-0.5,1.0,-14.0,-3.5,0.8,2.9
O=C(CS(=O)(=O)c1ccccc1)c1cc2ccccc2oc1=O,4.9,-0.6,13.2,-1.3,-0.7,-7.9,-3.2,2.1,-20.2
CC1Sc2ccc(S(=O)(=O)N3CCC(C(=O)NCc4ccco4)CC3)cc2NC1=O (stereo not drawn),-6.6,24.4,10.6,-2.0,-4.9,-6.5,-7.4,0.4,4.5
CC1CN(C(=O)COc2coc(CN3CCc4ccccc4C3)cc2=O)CC(C)O1 (stereo not drawn),9.3,15.0,-2.6,-4.0,-11.9,-4.0,1.8,0.8,7.0
COc1ccccc1C(=O)Nc1ccc(C(=O)/C=C/c2cccs2)cc1,19.1,-49.1,15.3,16.7,0.7,3.0,1.0,3.1,-3.0
C=CCN(c1ccccc1)S(=O)(=O)c1cccc(C(=O)Nc2cccc(C)n2)c1,-7.9,24.8,25.1,21.2,8.9,-4.9,0.7,2.4,-18.6
O=C(C[N+]1(CC#Cc2ccccc2)CCCCC1)c1ccccc1,-11.3,-26.9,10.4,-9.3,2.5,11.3,-1.5,-2.0,-4.2
COc1ccc2nc(NNC(=O)COc3ccccc3)sc2c1,3.2,22.0,-1.8,8.7,-3.6,-7.2,-3.5,-0.6,-14.4
CCC(=O)NCCCCCCNC(=O)CC,-8.6,11.5,7.6,-2.3,-7.1,4.8,-2.7,-0.5,9.4
c1ccc(Cn2nnnc2C(c2ccccn2)N2CCOCC2)cc1 (stereo not drawn),13.7,3.1,11.6,-7.8,-2.8,9.4,-1.2,0.5,22.5
CCN(CC(=O)Nc1ccccc1OC)CC(=O)Nc1ccccc1-c1ccccc1,36.9,49.9,15.0,5.8,1.0,0.1,2.2,0.8,14.6
CCOc1ccccc1NC(=O)C1CCN(c2ccc(S(=O)(=O)N3CCCC3)cc2)CC1,22.3,-4.1,18.2,-3.8,3.5,4.8,-4.0,-1.1,4.7
COC(=O)c1cc2ccsc2n1Cc1cc(=O)n2ccccc2n1,-12.1,-7.3,2.8,8.8,3.9,-4.3,-1.0,1.2,-1.1
CC(C)N(C)Cc1nnnn1CC(=O)NCCc1cccc(C(F)(F)F)c1,1.2,-11.2,3.4,-1.0,13.8,4.4,-2.2,2.7,9.6
O=C(NCc1ccco1)c1nn2c(C(F)(F)F)cc(-c3cccs3)nc2c1Br,-7.6,18.0,8.0,7.2,6.3,23.1,0.3,2.6,8.5
CC(=O)Nc1ccc(S(=O)(=O)NCCOc2ccc(Cl)cc2C)cc1,-2.4,17.7,-15.9,11.6,-14.6,29.8,2.3,1.1,-11.4
Cc1ccn2c(=O)nc(SCC(=O)c3ccc(Cl)cc3)nc2c1,-25.3,-26.1,1.7,-4.7,2.9,-5.3,4.1,2.1,-52.2
O=C(CNS(=O)(=O)c1c(Cl)cccc1Cl)OCC(=O)N1CCN(c2ccccc2)CC1,4.3,13.9,-2.3,-8.1,-0.8,6.2,1.2,0.7,11.1
O=C(NCCn1cc(SCc2ccccc2)c2ccccc21)c1c(F)cccc1F,10.1,15.9,5.1,18.8,-0.2,-11.7,-0.6,4.2,-3.3
COc1cccc(CN2C(=O)Nc3ccccc3C(=O)N2C(C)(C)C)c1,-13.1,-8.6,9.5,-8.0,-2.6,0.8,1.0,0.6,2.8
CN(C(=O)CSc1nc(-c2ccccc2)cn1N)C(c1ccccc1)c1ccccc1,-2.7,7.1,-4.9,36.3*,14.0,6.5,-2.3,-0.5,4.4
N#CC1=C(N)C2=CCCC[C@H]2[C@H](c2ccccc2)C1(C#N)C#N,-9.5,27.9,1.6,-3.1,10.8,3.0,-3.7,-2.0,2.9
O=C(CSc1nncs1)NCc1ccc2c(c1)OCO2,-12.8,-19.4,4.8,-1.7,3.0,-4.0,1.2,-1.8,-4.3
O=C(CN(c1ccccc1F)S(=O)(=O)c1ccccc1)NC1CCCCCC1,-20.5,0.0,14.2,-0.3,-2.2,-4.7,2.0,0.2,1.1
CC(=O)OCC1=C(C(=O)O)N2C(=O)C(NC(=O)c3ccc(COc4c(C)cccc4Cl)o3)C2SC1 (stereo not drawn),-10.2,-8.0,-2.6,6.6,-1.4,7.9,-4.2,0.3,-13.0
COc1cc(/C=C/c2cccc[n+]2C)ccc1OCC(=O)Nc1ccccc1,5.6,-18.5,-0.1,2.0,-2.0,25.8,-4.3,-0.7,-11.1
COc1cccc(CNCCO)c1OCc1ccc(Cl)cc1,8.9,32.8,-1.4,-1.5,0.5,6.0,-0.3,-2.1,10.8
O=c1nc2ccccc2c2n1CC(CN1CCN(c3ccc(F)cc3)CC1)N2 (stereo not drawn),-15.1,-21.4,10.7,0.0,-3.6,-12.5,0.7,0.5,-4.7
COCC(=O)Nc1ccc(C)c(Cl)c1,7.9,-13.1,-3.8,3.1,4.3,-3.0,0.9,3.5,7.2
O=C(Nc1ccc([N+](=O)[O-])cc1)c1ccc(Cn2cc([N+](=O)[O-])cn2)cc1,16.7,22.2,3.6,12.4,-9.7,25.1,-2.8,0.5,23.2
Cc1ccc(OCC(=O)N/N=C\c2cn(C)c3ccccc23)c([N+](=O)[O-])c1,22.5,37.4,5.7,-10.5,-1.4,8.0,-0.5,-1.0,-1.0

Further structures follow:
Structure,Jurkat NFkB inh,Mdm2-MdmX inh,CCR6 antag,EBI2 block,CXCR6 block,Gli-Sufu antag,XBP1 UPR activ,UPR CHOP act,697 NFkB inh
Cc1cc(SCC(=O)Nc2ccccc2)n2ncc(-c3ccccc3)c2n1,4.0,25.9,16.7,2.1,5.8,1.6,4.0,1.2,-13.0
COc1ccccc1-n1c(SCC(=O)O)nc2sc3c(c2c1=O)CCC3,7.9,-8.5,9.8,24.6,-0.2,-5.5,-2.5,1.4,29.5
O=S(=O)(N/N=C\c1ccccc1O)c1ccc(Cl)cc1,-15.8,7.0,0.0,-4.6,-0.9,-26.9,-5.6,-1.7,-9.5
COCCN=c1scc(-c2ccccc2)n1/N=C/c1c[nH]c2ccccc12,-33.2,5.4,12.9,0.9,4.6,-6.8,2.9,3.4,-21.2
O=C(CN1CCN(S(=O)(=O)N2CCCCCC2)CC1)Nc1ccc(F)cc1,0.3,0.2,-2.9,-0.2,-5.6,-7.3,-3.0,0.7,9.6
Cc1ccc(S(=O)(=O)NC(CN2CCOCC2)=NCCNS(=O)(=O)c2ccccc2)cc1,7.2,-4.6,-2.5,-8.9,4.1,0.2,-2.7,-0.7,5.8

Compound profiles, from the list above.
Shown for Cc1ccc(S(=O)(=O)NC(CN2CCOCC2)=NCCNS(=O)(=O)c2ccccc2)cc1 : Jurkat NFkB inh = 7.2; Mdm2-MdmX inh = -4.6; CCR6 antag = -2.5; EBI2 block = -8.9; CXCR6 block = 4.1; Gli-Sufu antag = 0.2; XBP1 UPR activ = -2.7; UPR CHOP act = -0.7; 697 NFkB inh = 5.8
Shown for COCCN=c1scc(-c2ccccc2)n1/N=C/c1c[nH]c2ccccc12 : Jurkat NFkB inh = -33.2; Mdm2-MdmX inh = 5.4; CCR6 antag = 12.9; EBI2 block = 0.9; CXCR6 block = 4.6; Gli-Sufu antag = -6.8; XBP1 UPR activ = 2.9; UPR CHOP act = 3.4; 697 NFkB inh = -21.2
